CHT block: human CHT choline transport inhibition; Q9GZV3; CHT-expressing cells, membrane potential dye, choline response; hits give low values; B-score at 10 µM; 310,000 tested, 0.86% active; AID 488975;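 active = B-score over 3 SD under the library average, and starting fluorescence ratio not unusually high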;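 also: choline stimulus applied at its EC90 after an EC20 pre-addition; B-score computed on integrated fluorescence ratio after choline addition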
Target sequence (Q9GZV3 whole entry, looked up): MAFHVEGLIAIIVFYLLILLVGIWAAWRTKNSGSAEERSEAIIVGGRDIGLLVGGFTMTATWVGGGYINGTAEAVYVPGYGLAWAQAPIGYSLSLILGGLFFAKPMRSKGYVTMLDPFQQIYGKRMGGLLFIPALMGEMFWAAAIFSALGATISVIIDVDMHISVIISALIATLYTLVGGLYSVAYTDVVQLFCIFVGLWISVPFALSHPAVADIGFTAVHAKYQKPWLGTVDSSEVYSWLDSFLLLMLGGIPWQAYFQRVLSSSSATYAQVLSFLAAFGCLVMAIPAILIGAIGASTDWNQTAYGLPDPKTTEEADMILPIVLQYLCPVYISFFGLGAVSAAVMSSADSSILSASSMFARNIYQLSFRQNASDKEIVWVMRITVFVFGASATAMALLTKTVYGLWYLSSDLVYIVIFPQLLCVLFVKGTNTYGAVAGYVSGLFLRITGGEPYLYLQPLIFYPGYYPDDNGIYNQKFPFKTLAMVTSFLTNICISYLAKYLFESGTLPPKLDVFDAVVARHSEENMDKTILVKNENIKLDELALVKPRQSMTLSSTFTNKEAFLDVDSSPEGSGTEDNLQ
CHT allo act: allosterically activates the human high affinity choline transporter | B-score at 10 µM | CHT-expressing cells, membrane potential dye, choline EC20; hits give high values; LV-AA mutant CHT in HEK293 cells | Q9GZV3 | 310,000 tested, 0.49% active;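 active = initial fluorescence not abnormally high and integrated response B-score, plate-corrected, over 3 SD above library mean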
Calls only; i = inactive.

| SMILES | CHT block | CHT allo act |
| --- | --- | --- |
| Cc1ccc(CN2CCC(=O)N2)cc1 | i | i |
| Cc1cc(NC2CCCCC2)nc(N2CCOCC2)n1 | i | i |
| COc1cc(NC(=O)C(=O)Nc2ccc3nc4n(c(=O)c3c2)CCCCC4)cc(OC)c1OC | i | i |
| COc1ccc(Nc2ncnc3c2cnn3Cc2ccc(C)cc2)cc1 | i | i |
| Cc1ccc(CN(C)C(=O)c2ccc(NS(=O)(=O)c3ccc4[nH]c(=O)[nH]c4c3)cc2)cc1 | i | i |
| COc1ccc(OC)c(NC(=O)C(=O)N/N=C/c2ccccc2[N+](=O)[O-])c1 | i | i |
| CN(CC(=O)O/N=C(\N)c1ccc([N+](=O)[O-])cc1)S(=O)(=O)c1ccccc1 | i | i |
| COc1ccc(C(=S)N2CCN(c3ccccc3Cl)CC2)cc1OC | i | i |
| Cc1ccccc1/C=C/c1nc2ccccc2c(=O)n1Cc1ccccc1 | i | i |
| O=C(C1CCN(S(=O)(=O)N2CCCCC2)CC1)N1CCCCC1 | i | i |
| CC(=O)C[C@H]1c2ccccc2S(=O)(=O)N1C1CCCC1 | i | i |
| COc1ccc(C(=O)NCC(=O)N/N=C(\C)Cc2ccccc2)cc1 | i | i |
| O=C1CCCc2ccccc2N1Cc1ccccc1 | i | i |
| O=C(Cn1cnc2c(nnn2-c2ccccc2)c1=O)NCc1ccco1 | i | i |
| CCCCc1ccc(NC(=O)Nc2cccnc2)cc1 | i | i |
| Cc1csc(SCC(=O)Nc2sc3c(c2C#N)CCC3)n1 | i | i |
| NC(=O)CC(NC(=O)Cc1ccc(Cl)cc1)c1ccc(NC2CCCCCCC2)c([N+](=O)[O-])c1 (stereo not given) | i | i |
| Cc1ccc(NCc2nnc(SCC#N)o2)c(C)c1 | i | i |
| CC1(C)CC(NC(=O)C(F)(F)F)CC(C)(C)N1OC(=O)c1ccco1 | i | i |
| CCN(N=O)[C@@H](Cc1ccccc1)CN(N=O)[C@@H](Cc1ccccc1)CN(C)N=O | i | i |
| CN(C)N=C1c2cc(S(=O)(=O)N3CCOCC3)ccc2-c2ccc(S(=O)(=O)N3CCOCC3)cc21 | i | i |
| CCOC(=O)c1nnn2c1nc(N1CCCCC1)c1ccccc12 | i | i |
| CCN(CC(=O)Nc1ccc(NC(C)=O)cc1)CC(=O)Nc1ccc(F)c(Cl)c1 | i | i |
| CN(C)C(CNc1ncnc2sccc12)c1ccccc1 (stereo not given) | i | i |
| CC1CCN(S(=O)(=O)c2ccc3[nH]c(=O)cc(C(=O)O)c3c2)CC1 | i | i |
| COC(=O)CC(NS(=O)(=O)c1cccs1)c1ccccc1Cl (stereo not given) | i | i |
| CC(N=Cc1cccc(O)c1O)c1ccccc1 (stereo not given) | i | i |
| S=C(NCc1ccco1)N1CCN(Cc2ccc(Cl)cc2Cl)CC1 | i | i |
| COc1ccc(-c2nc(N)nc(C(F)(F)F)c2-c2ccccc2OC)c(O)c1 | i | i |
| COc1cccc(C(=O)Cn2c(=O)n(CCC(=O)NCC3CCCO3)c(=O)c3cc(OC)c(OC)cc32)c1 (stereo not given) | i | i |
| CCN(CC)C(=O)COc1ccc(CC(=O)O)cc1OC | i | i |
| Cc1ccc(CNC(=O)COc2ccc(C)nc2[N+](=O)[O-])cc1 | i | i |
| CC1CCN(C(=O)C2CCN(c3ncnc4c3nc3n4CCCCC3)CC2)CC1 | i | i |
| COC(=O)c1ccc(/C=N/N2CCN(Cc3ccc(Cl)cc3)CC2)cc1 | i | i |
| Cc1cc(OC(=O)c2ccco2)c2c(C)cc(=O)oc2c1 | i | i |
| O=C(CN1CCN(c2ccccc2)CC1)N/N=C/c1cccc(F)c1 | i | i |
| C=CCN(C(=O)c1ccccc1)c1ccc(OC)cc1 | i | i |
| Cc1ccc(S(=O)(=O)NCC(=O)N2CCN(S(=O)(=O)c3ccc(Cl)cc3)CC2)cc1C | i | i |
| CC(Cc1cccs1)NC(=O)c1cccs1 (stereo not given) | i | i |
| CC(Sc1ncnc2sc(-c3ccccc3)cc12)C(=O)NCC1CCCO1 (stereo not given) | i | i |
| O=S1(=O)CCN(OCc2ccc(F)cc2Cl)CC1 | i | i |
| Cc1cc(C)c(NC(=O)C(C)c2cccc(C(=O)c3ccccc3)c2)c(C)c1 (stereo not given) | i | i |
| CCn1c(SCC(=O)NCc2ccc(F)cc2)nc2c(c1=O)SC(C)C2 (stereo not given) | i | i |
| CC(=O)n1cc([C@H]2C=C(C(=O)N3CCOCC3)O[C@@H](OCc3ccc(CO)cc3)C2)c2ccccc21 | i | i |
| Cc1noc(C)c1C(=O)N(CC(C)C)c1nc2ccccc2s1 | i | i |
| COc1ccc(CCNC(=O)Cn2cnc3c(cnn3-c3ccccc3Cl)c2=O)cc1OC | i | i |
| COc1ccc(-n2cc(CN(C)Cc3n[nH]c(=O)[nH]3)c(-c3cccc(F)c3)n2)cc1 | i | i |
| Cc1ccc2nc(Cl)c(-c3ccccc3)cc2c1 | i | i |
| Cc1nnc(SCC(=O)Nc2ccccc2NC(=O)CSc2nnc(C)s2)s1 | i | i |
| O=S(=O)(O)c1nc2ccccc2[nH]1 | i | i |
| COc1cccc(CN2CCN(Cc3cccn3-c3cccnc3)CC2CCO)c1 (stereo not given) | i | i |
| CCOC(=O)C1CCN(S(=O)(=O)c2c(C)noc2C)CC1 | i | i |
| CCC(C)c1ccccc1NC(=O)C(C)N(C)Cc1cccc(OC)c1 (stereo not given) | i | i |
| CC1CCCCN1C(=O)CN1C(=O)CN(C)C(=O)c2ccccc21 (stereo not given) | i | i |
| CCN(CC)CCn1c2ccccc2c2cnc(N)c(C#N)c21 | i | i |
| CCOC(=O)N1CCC(Nc2c(NCCCN(CC)c3cccc(C)c3)c(=O)c2=O)CC1 | i | i |
| O=c1[nH]c(Cc2ccc(F)cc2)nc2scc(-c3ccc(F)cc3)c12 | i | i |
| CN1C(C)(C)CC(NC(=O)CCC(=O)NC2CC(C)(C)N(C)C(C)(C)C2)CC1(C)C | i | i |
| COCCCn1c2nc3ccccc3nc2c2c(=O)n(Cc3cccs3)cnc21 | i | i |
| COc1ccccc1N1C(=O)CSC1=NC(=O)c1ccccc1 | i | i |

An excerpt of these results, as labelled records.
compound: CC(=O)C[C@H]1c2ccccc2S(=O)(=O)N1C1CCCC1
  CHT block: i | CHT allo act: i

compound: COc1ccc(C(=O)NCC(=O)N/N=C(\C)Cc2ccccc2)cc1
  CHT block: i | CHT allo act: i

compound: O=C1CCCc2ccccc2N1Cc1ccccc1
  CHT block: i | CHT allo act: i

compound: O=C(Cn1cnc2c(nnn2-c2ccccc2)c1=O)NCc1ccco1
  CHT block: i | CHT allo act: i

Next section:
| SMILES | CHT block | CHT allo act |
| --- | --- | --- |
| COc1ccc(CC(=O)NCCCc2ccccc2)cc1OC | i | i |
| COc1ccccc1NC(=O)Cc1noc(CSc2cccc[n+]2[O-])n1 | i | i |
| CN(C)S(=O)(=O)c1ccc(N/C=C(\[N+](=O)[O-])S(=O)(=O)c2ccccc2)cc1 | i | i |
| CCOc1ccc(N(CC(N)=O)S(=O)(=O)c2ccc(F)cc2)cc1 | i | i |
| CCn1c(SCC(=O)Nc2ccc(OC)c(OC)c2)nc2c(c1=O)SCC2 | i | i |
| CSc1ccccc1NC(=O)Nc1cccc(Cl)c1Cl | i | i |
| CC(=O)Nc1cccc(NC(=O)CSc2nnc(Cc3cccn3C)n2-c2ccc(F)cc2)c1 | i | i |
| COc1cccc(C(=O)NCCC2=CCCCC2)c1 | i | i |
| c1ccc(-n2cnc3ccccc32)cc1 | i | i |
| CC(=O)c1cc(CN2CCC(N3CCC(C(=O)N4CCCC4)CC3)CC2)cs1 | i | i |
| O=C(O)c1ccc(NC(=O)c2cn(-c3ccccc3)nc2-c2ccc(Cl)cc2)cc1 | i | i |
| COc1ccc(NC(=O)Cn2nc(C(F)(F)F)c3c2CCCC3)c(OC)c1 | i | i |
| O=C(O)c1ccc(-c2noc(-c3ccc(F)cc3)n2)cc1 | i | i |
| COc1cccc(C(=O)CN(C(=O)c2ccc(Cl)c(Cl)c2)N2C(=O)C3CCCCC3C2=O)c1 (stereo not given) | i | i |
| COc1ccc(CN2CCNC(=O)C2CC(=O)NCCC2=CCCCC2)c(F)c1 (stereo not given) | i | i |
| Cc1cccc(N2CCN(C(=O)/C=C/c3cccs3)CC2)c1C | i | i |
| COc1ccc(S(=O)(=O)N2CCCC2)cc1C(C)C | i | i |
| COc1ccc(/C=N/NC(=O)Nc2cccc3nsnc23)cc1 | i | i |
| Cc1ccc(SCCC(=O)OCn2nnc3ccccc3c2=O)cc1 | i | i |
| COC(=O)CSc1nnc(-c2ccccn2)n1Cc1ccco1 | i | i |

Some of the entries above in another layout.
Molecule: O=C(O)c1ccc(NC(=O)c2cn(-c3ccccc3)nc2-c2ccc(Cl)cc2)cc1
  CHT block: i | CHT allo act: i
Molecule: CCn1c(SCC(=O)Nc2ccc(OC)c(OC)c2)nc2c(c1=O)SCC2
  CHT block: i | CHT allo act: i
Molecule: COC(=O)CSc1nnc(-c2ccccn2)n1Cc1ccco1
  CHT block: i | CHT allo act: i
Molecule: O=C(O)c1ccc(-c2noc(-c3ccc(F)cc3)n2)cc1
  CHT block: i | CHT allo act: i

(listing goes on)
Values in the order: CHT block	CHT allo act
CCOC(=O)c1ccc(COC(=O)c2ccc(-c3nnc(-c4ccccc4)o3)cc2)o1
    i	i
CCOc1ccc2nc(NC(=O)CN3C(=O)NC4(CCCC4)C3=O)sc2c1
    i	i
COc1ccc(-c2c(C(C)=O)c(C)nc3sc4c(=O)[nH]nnc4c23)cc1
    i	i
Cc1cccc(CSCc2nnc(N)s2)c1
    i	i
O=C(COc1ccccc1)c1cn(CC(=O)N2CCCC2)c2ccccc12
    i	i
COc1ccc(N=Cc2c[nH][nH]c2=O)cc1
    i	i
Cc1ccccc1OCC(=O)N/N=C/c1ccccn1
    i	i
CCCOc1ccc(C(=O)NNC(=S)NC(=O)c2ccccc2[N+](=O)[O-])cc1
    i	i
CC(OC(=O)c1ccccc1Br)C(=O)Nc1nc(-c2cccc([N+](=O)[O-])c2)cs1 (stereo not given)
    i	i
CN(C)/C=N/C(=S)Nc1ccccc1
    i	i
O=c1c2ccccc2nnn1COc1cccc2ccccc12
    i	i
CN(c1ccccc1C(=O)Nc1ccc(CC#N)cc1)S(=O)(=O)c1ccccc1
    i	i
CN1CCN(NC(=O)c2cccc(C(F)(F)F)c2)CC1
    i	i
O=C1CC(c2ccccc2)CN1S(=O)(=O)c1ccccc1 (stereo not given)
    i	i
Cc1nc2ccccc2c(=O)n1NCc1cccs1
    i	i
CC(=Nc1ccc(C)cc1)c1sc2ccccc2c1O
    i	i
Cc1c(NC(=O)CN2C(=O)NC3(CCC(C)CC3)C2=O)c(=O)n(-c2ccccc2)n1C (stereo not given)
    i	i
Cn1c(=O)oc2cc(S(=O)(=O)Nc3ccccc3O)ccc21
    i	i
CCOC(=O)c1cc(C)n(Cc2cccc(OC)c2OC)c1C
    i	i
NC(=O)c1cc(S(=O)(=O)NCCc2ccc(Cl)cc2)cs1
    i	i
Cc1cc(OC(F)F)ccc1NC(=O)Nc1ccc2c(c1)OCO2
    i	i
COc1ccc(-n2nnnc2SCC(=O)Nc2ccccc2)cc1
    i	i
O=C1C2CCCN2C(c2ccccc2)N1c1ccc(Cl)cc1 (stereo not given)
    i	i
COc1ccc(OC)c(/C=C/C(=O)Nc2cccc(S(=O)(=O)N3CCCC3)c2)c1
    i	i
Cn1cnnc1SCC(=O)NC1CCCN(Cc2ccccc2F)C1 (stereo not given)
    i	i
O=[N+]([O-])c1cccc(CSc2nnc(Cc3ccccc3)n2-c2ccc(F)cc2)c1
    i	i
CCN(CC)CCN1C(=O)C(O)=C(C(=O)c2cccs2)C1c1ccc(C)o1 (stereo not given)
    i	i
COc1ccc2c(C(=O)CN3CCN(c4ccccc4)CC3)c[nH]c2c1
    i	i
CCN(CC)CCSc1nc(O)c(-c2ccccc2)c(=O)[nH]1
    i	i
Cc1ccc(CN2CCCN(Cc3c(C)cc(C)cc3C)S2(=O)=O)cc1
    i	i
CC(=O)C1=C(O)C(=O)N(c2cccnc2)C1c1ccc([N+](=O)[O-])cc1 (stereo not given)
    i	i
Cc1ccc(Cn2ccc(NC(=O)c3cc(-c4ccc(Br)cc4)on3)n2)cc1
    i	i
CCOC(=O)c1nnc2cc(C)nn2c1C
    i	i
COc1cc(Cl)ccc1NC(=S)N(CCN(C)C)C(C)c1ccncc1 (stereo not given)
    i	i
COc1ccc(CCNS(=O)(=O)c2cc3c4c(c2)CC(=O)N4CCC3)cc1
    i	i
CCOC(=O)N1CCN(C(=O)/C(=C/c2ccc(OC)cc2)NC(=O)c2ccccc2)CC1
    i	i
CCCCCCOc1ccc(/C(C)=N/NC2=NCCN2)cc1
    i	i
O=c1c2oc3nc4c(cc3c2ncn1CCCc1ccccc1)CCCC4
    i	i
COc1ccc(NC(=O)CN2CCC(C(=O)c3ccc(C)cc3)CC2)c(OC)c1
    i	i
COc1ccc(NC(=O)Nc2cccc(C(F)(F)F)c2)cn1
    i	i
CC(Sc1nnnn1-c1ccccc1)C(=O)Nc1ccc(N2CCN(C)CC2)cc1 (stereo not given)
    i	i
COc1ccc(Cc2nc3ccccc3n2CC(=O)N/N=C/c2ccccc2)cc1OC
    i	i
CN1CCN(C(=O)CCN2C(=O)/C(=C\c3ccc(Cl)cc3Cl)SC2=S)CC1
    i	i
O=C(Nc1ccc2nc(-c3cccs3)c(-c3cccs3)nc2c1)N1CCOCC1
    i	i
COC(=O)c1cc2oc3ccccc3c2n1CC(=O)Nc1ccccc1OC
    i	i
Oc1ccc2oc3c(c2c1)CCCC3
    i	i
CCC(NC(=O)C1CCC1)c1ccc(C)cc1 (stereo not given)
    i	i
O=C(c1cc(C(=O)N2CCN(c3ccc(F)cc3)CC2)cc([N+](=O)[O-])c1)N1CCN(c2ccc(F)cc2)CC1
    i	i
CCCn1c(N)c(N2CCCCC2)c(=O)n(CC(=O)Nc2ccccc2C)c1=O
    i	i

Not a hit list; about 1.4% have a hit in one of these screens.
